Assay outcomes (PubChem BioAssay)
Cardiac RTF inh – cardiac RTF calcium desensitization; P19429+P45379; IANBD-labeled cardiac RTF, Ca2+ fluorescence; inhibition, % at 7.15 µM; 340,000 compounds, 0.12% hits; AID 493244;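 active = inhibition above the mean inhibition of all tested compounds plus 3 SD, cut at about 17% in these data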;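 also: assay run at fixed EC70 calcium of 1.6 mM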
DSG3 Ab inh – blocks pemphigus antibody binding to human desmoglein-3; P32926; DSG3-coupled beads, scFv-anti-DSG3-GFP binding, flow cytometry; hits give low values; binding (percent of control), % at 10 µM; 310,000 compounds, 0.48% hits; AID 588358;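 active = binding more than 3 SD below its plate's average and above zero; inconclusive = below that plate limit but binding exactly zero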;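 also: hits lower antibody fragment binding to DSG3; some compounds called inactive have numbers as strong as hits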
V-ATPase pHluor – regulators of yeast V-ATPase proton transport | AID 504577 | response, % at 10 µM | 350,000 compounds, 0.37% hits | S. cerevisiae, pHLuorin cytosolic pH fluorescence; in the data active = response mostly above about 7.3%, no sharp cut-off; inactive = mostly below about 5.4%; also: actives read high; inactives centre near 0; some compounds called inactive have numbers as strong as hits; reference of the scale not given here
LANA DNA inh – inhibitors of KSHV LANA C-terminal domain DNA binding; 340,000 compounds, 0.078% hits; MBP-C-LANA/FAM-LBS DNA binding, fluorescence polarization; inhibition, % at 9 µM;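 active = highest replicate inhibition at or above 60% at 9 µM, even if other replicates fall short; inactive = all replicates below 60% inhibition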;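 also: 0% = neutral control wells and 100% = 4 µM acridine orange control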
Keap1-Nrf2 PPI – Keap1-Nrf2 (human) interaction inhibition | Q14145 | Keap1 Kelch-Nrf2 peptide fluorescence polarization, 1536-well | inhibition, % at 9.4 µM | 340,000 compounds, 0.15% hits | AID 504523; in the data active = inhibition above about 12%; inconclusive = no clear call, values can overlap the other calls; inactive = below about 7.3%;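 also: human Keap1 Kelch domain with fluorescein labeled Nrf2 9mer peptide probe; 0% = neutral control wells and 100% = peptide positive control; higher means more block of Keap1 binding to Nrf2 peptide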
Target sequence (Q14145 whole entry, looked up, the tested form may be a part): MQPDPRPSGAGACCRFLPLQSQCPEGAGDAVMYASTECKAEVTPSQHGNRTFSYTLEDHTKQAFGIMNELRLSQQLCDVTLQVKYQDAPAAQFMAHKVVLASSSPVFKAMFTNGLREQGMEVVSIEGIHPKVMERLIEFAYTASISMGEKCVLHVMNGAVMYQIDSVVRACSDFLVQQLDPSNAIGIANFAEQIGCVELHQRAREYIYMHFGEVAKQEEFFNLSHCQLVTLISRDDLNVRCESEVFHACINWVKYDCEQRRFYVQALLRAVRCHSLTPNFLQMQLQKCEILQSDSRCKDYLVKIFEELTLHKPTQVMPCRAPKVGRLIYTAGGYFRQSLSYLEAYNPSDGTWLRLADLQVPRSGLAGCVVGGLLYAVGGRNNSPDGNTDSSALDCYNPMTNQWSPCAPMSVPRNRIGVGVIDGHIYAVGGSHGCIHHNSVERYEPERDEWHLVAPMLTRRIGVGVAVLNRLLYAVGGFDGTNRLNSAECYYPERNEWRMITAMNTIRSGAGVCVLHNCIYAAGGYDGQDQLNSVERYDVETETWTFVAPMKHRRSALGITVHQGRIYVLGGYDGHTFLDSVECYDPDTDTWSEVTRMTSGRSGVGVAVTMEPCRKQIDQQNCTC
MOR-DOR inv ag – mu-delta opioid heterodimer inverse agonism. P35372+P41143. cell-based MOR-DOR heterodimer luminescence. inhibition, % at 9.3 µM. 340,000 compounds, 0.21% hits. AID 504357; in the data active = inhibition above about 22%, passing the limit was not always enough;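 also: 0% = cells with DMSO and 100% = wells without cells with DMSO; values of inactives mirror those of a sister screen read the other way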
RTF Ca sens act – cardiac RTF calcium sensitization; IANBD-labeled TnC RTF fluorescence at EC20 calcium; 0% EC20 calcium, 100% full calcium; activation, % at 7.2 µM; 340,000 compounds, 0.24% hits; AID 493008;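 active = activation above the mean over all tested compounds plus 3 SD, cut at about 30% in these data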;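 also: rise in fluorescence read as greater calcium sensitivity of cardiac thin filaments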
Arrestin-AP2 inh – human beta-arrestin and AP2 interaction inhibition; 340,000 compounds, 0.31% hits; inhibition, % at 10 µM; FITC-arrestin peptide / GST-AP2 beads, flow cytometry; AP2 beta2 appendage carries R879A mutation;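 active = inhibition above a set limit, near 3 SD of compounds lacking own fluorescence, cut at about 54% in these data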;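 also: plate controls were DMSO wells for no effect and 5 µM unlabelled arrestin peptide for full effect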
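Measured by: flow cytometry, FL1 (488/535 nm); Material: AP2 appendage R879A on GSH beads; Evaluation: percent response; Timing: pre-incubation 12 min, peptide binding 1 h, room temperature; Also added: 50 nM FITC-arrestin peptide; Medium: PBS with 0.05% Tween 20 and 0.1% BSA.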
MOR-DOR ag – OPRM1-OPRD1 heterodimerization agonism | P35372+P41143 | cells, luminescence | activation, % at 9.3 µM | 340,000 compounds, 0.3% hits; in the data active = activation above about 18%;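 also: 0% = vehicle-treated cells and 100% = reference agonist; values of inactives mirror those of a sister screen read the other way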
Wnt act – Wnt/beta-catenin pathway activation; Wnt/beta-catenin reporter cell assay, activator, plate reader; activation, % at 9.35 µM; 300,000 compounds, 1.2% hits; AID 743398; in the data active = activation above about 30%, passing the limit was not always enough; inconclusive = no clear call, values can overlap the other calls;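 also: 0% = neutral control wells and 100% = positive control wells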
* hit, by the source's call; ? = inconclusive; / = not tested or not shown; & = joins results of further samples; ! = a repeat was not active.

compound	Cardiac RTF inh	DSG3 Ab inh	V-ATPase pHluor	LANA DNA inh	Keap1-Nrf2 PPI	MOR-DOR inv ag	RTF Ca sens act	Arrestin-AP2 inh	MOR-DOR ag	Wnt act
COc1ccc(C2C(C(=O)N3CCC4(CC3)OCCO4)CC(=O)N2c2ccc(OC)cc2)cc1 (stereo unspecified)	-15	104	2	-0.1	6	8	-2	-1	-1.3	/
COc1ccc(CN2CCN(Cc3ccccc3)CC2)c(OC)c1	-2	102	-6	0.8	0	-16	0	7	3.1	/
CC(C)c1onc(C(=O)N2CCC3(CC2)OCCO3)c1[N+](=O)[O-]	-3	105	1	-0.3	-2	1	5	24	-0.3	2
CC(C)c1ccc(NC(=O)CCNC(=O)N2C[C@H]3C[C@@H](C2)c2cccc(=O)n2C3)cc1	-4	99	0	1.9	-3	6	6	2	-1.3	-1
COc1ccc(CN2CCCCC2c2cccnc2)cc1C (stereo unspecified)	-3	104	2	-4.1	0	-10	4	21	1.8	9
Cc1cc(C)cc(N2C(=O)NC(=O)/C(=C\c3cc(C)n(C)c3C)C2=O)c1	-17	87	0	8.0	6	19	-9	13	-3.7	1
CC(C)CC(N(C)C)C1(c2ccc(Cl)cc2)CCC1 (stereo unspecified)	1&4	79*!	-5&2	-1.7&0.5	3&0	-37&-26	-6&-3	10&27	9.2&6.6	3&0
Cc1cc(-c2ccccc2)cc(-c2ccccc2)[n+]1CCc1ccccc1	-5	105	0	-3.4	1	-13	7	3	2.3	-7
O=C(c1n[nH]c(=O)c2ccccc12)N1CCC2(CC1)OCCO2	-5	112	-2	-2.2	-2	22	10	-18	-4.2	-11
OC1(c2ccc(F)cc2)CC2CCC(C1)N2Cc1nnnn1C1CCCC1 (stereo unspecified)	5	90	-1	-0.6	0	-9	2	4	1.6	-1
COC(=O)C1=C(c2cc3ccccc3o2)C[C@@H]2CC[C@H]1N2C(=O)N1CCC(C)CC1	-22	107	-4	1.7	-5	2	10	0	-0.3	-4
COc1cccc(C(=O)C2CCCN(C3CCOCC3)C2)c1 (stereo unspecified)	8	104	0	5.0	2	-23	1	-4	3.4	-1
CN1CCN(c2ncnc(Cl)c2N)CC1	-2	/	3	-0.3	-3	13	3	4	-2.6	0
OC(CN1CCOCC1)c1csc2ccccc12 (stereo unspecified)	-1	110	0	0.6	7	6	8	-4	-1.1	-2
O=[N+]([O-])c1cc(O)c(O)c([N+](=O)[O-])c1	-11	97	3	3.9	-6	18	1	-5	-3.3	-2
COC(=O)C1=C(c2cc3ccccc3s2)C[C@@H]2CC[C@H]1N2C(=O)N1CCCCC1	-13	98	2	0.0	-3	7	-3	17	-1.3	-7
C=Cn1ccnc1P(=S)(c1ccc(Cl)cc1)c1nccn1C=C	8	94	-1	-1.1	-3	9	2	15	-1.7	3
O=C(CN1CCOCC1)Nc1ccc(Br)cc1C(=O)c1ccccc1	-2	102	0	0.0	0	11	-2	18	-1.9	/
CC(Cc1ccccc1)NC(=O)/C=C/c1ccc(Cl)cc1 (stereo unspecified)	5	/	1	-1.0	3	5	-2	1	-1.1	-2
COc1cc(CNCCc2ccc3c(c2)OCO3)cc(OC)c1OC	1	104	-4	0.7	0	-9	0	13	1.8	0
O=C1/C(=C/c2ccc([N+](=O)[O-])cc2)N2CCC1CC2	-4	100	0	-1.6	2	-18	6	-2	3.2	/
O=C(Nc1ccccc1)c1c(O)[nH]c(=S)[nH]c1=O	6	100	13*	1.6	-2	11	-1	33	-2.1	5
CC12CCC3c4ccc(OC(=O)N(CCCl)CCCl)cc4CCC3C1CCC2O (stereo unspecified)	-10	91	-4	-2.3	0	-13	4	14	2.5	-4
CC1CCN(CC(=O)c2ccccc2Cl)CC1	1	99	-6	3.8	-3	40*	-2	4	-7.5	/
c1ccc(C(OCCN2CCN(c3ncccn3)CC2)c2ccccc2)cc1	-1	104	2	0.7	-3	-7	3	5	1.4	2
COC1=CC=C2[C@H]3Cc4ccc(OC)c5c4[C@@]2(CCN3C)C1O5 (stereo partly specified)	-4	102	1	-0.2	1	-28	0	31	7.0	-1
Cc1cc(OCC(=O)NCc2ccncc2)c2c3c(c(=O)oc2c1)CCCC3	10	/	-3	0.9	0	2	-5	-5	-0.3	0
COP(=O)(OC)C(Nc1ccccc1)c1ccccc1 (stereo unspecified)	4	100	-2	-0.1	-2	17	-1	-17	-3.5	-1
COC(=O)c1cccc(N=Cc2c(O)n(Cc3ccc(F)cc3)c(=O)[nH]c2=O)c1	/	108	-2	/	/	/	/	1	/	-3
O=c1[nH]c(O)c(C=Nc2ccccc2Oc2ccccc2)c(=O)[nH]1	1	108	0	4.1	?	-24	20	-3	4.7	4

Given with two lines to a compound: part of the list above
Values run as follows: Cardiac RTF inh | DSG3 Ab inh | V-ATPase pHluor | LANA DNA inh | Keap1-Nrf2 PPI | MOR-DOR inv ag | RTF Ca sens act | Arrestin-AP2 inh | MOR-DOR ag | Wnt act
Cc1cc(-c2ccccc2)cc(-c2ccccc2)[n+]1CCc1ccccc1
  -5 | 105 | 0 | -3.4 | 1 | -13 | 7 | 3 | 2.3 | -7
O=C(c1n[nH]c(=O)c2ccccc12)N1CCC2(CC1)OCCO2
  -5 | 112 | -2 | -2.2 | -2 | 22 | 10 | -18 | -4.2 | -11
OC1(c2ccc(F)cc2)CC2CCC(C1)N2Cc1nnnn1C1CCCC1 (stereo unspecified)
  5 | 90 | -1 | -0.6 | 0 | -9 | 2 | 4 | 1.6 | -1
COC(=O)C1=C(c2cc3ccccc3o2)C[C@@H]2CC[C@H]1N2C(=O)N1CCC(C)CC1
  -22 | 107 | -4 | 1.7 | -5 | 2 | 10 | 0 | -0.3 | -4
COc1cccc(C(=O)C2CCCN(C3CCOCC3)C2)c1 (stereo unspecified)
  8 | 104 | 0 | 5.0 | 2 | -23 | 1 | -4 | 3.4 | -1
CN1CCN(c2ncnc(Cl)c2N)CC1
  -2 | / | 3 | -0.3 | -3 | 13 | 3 | 4 | -2.6 | 0
OC(CN1CCOCC1)c1csc2ccccc12 (stereo unspecified)
  -1 | 110 | 0 | 0.6 | 7 | 6 | 8 | -4 | -1.1 | -2
O=[N+]([O-])c1cc(O)c(O)c([N+](=O)[O-])c1
  -11 | 97 | 3 | 3.9 | -6 | 18 | 1 | -5 | -3.3 | -2
COC(=O)C1=C(c2cc3ccccc3s2)C[C@@H]2CC[C@H]1N2C(=O)N1CCCCC1
  -13 | 98 | 2 | 0.0 | -3 | 7 | -3 | 17 | -1.3 | -7
C=Cn1ccnc1P(=S)(c1ccc(Cl)cc1)c1nccn1C=C
  8 | 94 | -1 | -1.1 | -3 | 9 | 2 | 15 | -1.7 | 3
O=C(CN1CCOCC1)Nc1ccc(Br)cc1C(=O)c1ccccc1
  -2 | 102 | 0 | 0.0 | 0 | 11 | -2 | 18 | -1.9 | /
CC(Cc1ccccc1)NC(=O)/C=C/c1ccc(Cl)cc1 (stereo unspecified)
  5 | / | 1 | -1.0 | 3 | 5 | -2 | 1 | -1.1 | -2
COc1cc(CNCCc2ccc3c(c2)OCO3)cc(OC)c1OC
  1 | 104 | -4 | 0.7 | 0 | -9 | 0 | 13 | 1.8 | 0

(continued)
compound	Cardiac RTF inh	DSG3 Ab inh	V-ATPase pHluor	LANA DNA inh	Keap1-Nrf2 PPI	MOR-DOR inv ag	RTF Ca sens act	Arrestin-AP2 inh	MOR-DOR ag	Wnt act
COc1ccc(OC)c(N2C(=O)CC(=O)NC2=O)c1	-12	106	-2	-4.4	-11	11	-4	10	-2.1	-6
COc1ccc(CN2CCNCC2)cc1	0	103	5	-0.5	-2	-2	-7	0	0.4	2
CC(=O)OCC(=O)[C@H]1CC[C@H]2[C@@H]3CC[C@H]4C[C@H](O)CC[C@]4(C)[C@H]3C(=O)C[C@]12C	-14	103	3	-5.1	4	15	-1	33	-2.7	-3
COCCNC(=O)c1c(N)n(CCC(C)C)c2nc3ccccc3nc12	7	101	1	-0.2	-3	-14	-2	1	2.5	/
CCCC12CN3CC(CCC)(CN(C1)C3c1ccccn1)C2=O (stereo unspecified)	-3	100	2	-1.5	-3	-9	2	5	1.8	/
COC(=O)C1=C(c2ccc(F)cc2F)C[C@@H]2CC[C@H]1N2C(=O)NCCOc1ccc(OC)cc1	-6	95	-4	2.0	-2	8	-10	6	-1.4	/
CC(C)COc1ccc(C2(C#N)CC[N+](C)(C)CC2)cc1	-7	100	0	0.1	-2	16	11	8	-2.9	/
O=c1c2ccccc2nc(CSc2ncnc3nc[nH]c23)n1-c1ccc(Cl)c(Cl)c1	-4	90	1	1.0	-2	9	0	-6	-1.6	/
COC(=O)C1=C(c2ccc(F)cc2F)C[C@@H]2CC[C@H]1N2C(=O)N1CCCCC1	-5	106	3	0.5	-3	14	4	0	-2.5	-2
CC1(C)CC(=O)c2cc(OCC(=O)N3CCN(Cc4ccccc4)CC3)ccc2O1	-8	102	6	-1.8	-2	4	1	7	-0.7	0
Cc1cc(C)nc(-n2c(C)nc3cc(Cl)ccc3c2=O)c1	-8	103	2	1.4	-6	17	9	-5	-2.9	/
CC1=NNC(=O)C1Br (stereo unspecified)	0	105	7	-15	-5	12	-5	-35	-2.7	-4
CC(=O)N1CCN(Cc2ccc(Cl)nc2)CC1	-5	100	2	-1.6	-2	-1	6	7	0.2	1
CN1CCC(OC(=O)c2cccc(F)c2)CC1	-11	96	1	-0.7	1	18	11	-11	-3.1	-3
CC(=O)NC1CC2CCCC(C1)N2 (stereo unspecified)	2	100	2	-2.4	5	8	7	30	-1.3	1
BrCC(Br)C1CCC(Br)C(Br)C1 (stereo unspecified)	3	103	-2	-0.3	-1	4	-4	42	-0.8	-3
CCOc1ccc(CN(CCCl)CCCl)cc1C(=O)OC	1	/	-2	-0.3	-12	1	2	41	-0.1	/
c1ccc2c(CN3CCOCC3)c[nH]c2c1	-6	104	1	-0.6	-1	4	1	11	-0.9	0
Cc1noc(C)c1CC(=O)N1CCCC(N2CCN(c3ccccc3F)CC2)C1 (stereo unspecified)	1	/	2	-1.7	-1	6	0	-1	-1.1	1
CN(C)C1(CNC(=O)c2ccc(NS(=O)(=O)c3ccc(Cl)c(Cl)c3)cc2)CCCCC1	9	106	-5	-1.0	-5	-5	-1	-5	1.1	-4
C[C@@H]1CC2(CCCC[N+]2(C)C)C[C@H]1C	-7	95	-1	-0.4	0	-4	-3	-5	0.8	-2
Cc1cccc(C(=O)NC(Oc2ccccc2)C(Cl)(Cl)Cl)c1 (stereo unspecified)	-14	/	-3	-2.0	-1	-36	4	1	6.1	/
COc1ccc(CN2CCCC(C(=O)c3sccc3C)C2)cc1O (stereo unspecified)	-7	99	-3	0.7	-1	1	3	-15	-0.1	0
Cc1[nH]c2ccccc2c1CCCNC1CCCCC1	1	106	6	-0.3	-2	4	3	-2	-0.7	0

This is a subset; count on the stated rates, not on these rows.
